GPR55 LPI antagonism – GPR55 antagonists blocking LPI-driven arrestin recruitment, primary screen, imaging, U2OS, beta-arrestin-GFP, LPI agonist (AID 2013); inhibition, % at 10 µM; hits with a dose series show IC50 in µM; 290,000 tested, 0.13% active; U2OS GPR55 beta-arrestin-GFP translocation imaging, LPI antagonism; higher % means a stronger effect;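 active = spots per cell inhibited over 60%, with over 100 cells counted and total cytoplasm intensity under 500,000; inconclusive = wells with under 100 cells, flagged as likely toxic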;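 note: U2OS cells stably carrying GPR55 and arrestin-GFP stimulated by 5 µM LPI near EC80; imaged beta-arrestin-GFP aggregate spots per cell after agonist stimulation; plate controls were LPI-stimulated DMSO wells for no effect and DMSO wells without LPI for full effect; some results filed as inactive read as strong as hits; confirmed hits need IC50 under 10 µM and bright autofluorescent wells are also inconclusive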
West Nile virus CPE – West Nile virus antiviral activity, cell-based, CPE readout (AID 1621); West Nile virus-infected cells, CPE inhibition; higher % means a stronger effect; one-dose CPE inhibition, % at 10 µM; IC50 in µM for titrated hits; 290,000 tested, 0.02% active; in the data active = a potency from the dose series; inconclusive = CPE inhibition mostly from about 3.7% at the one dose, without a potency; inactive = the rest, 99 in 100 with CPE inhibition below about 2.2%; note: strong numbers were not always called active
Dengue-2 NS5 capping – Dengue-2 NS5 methyltransferase inhibitors, primary screen, biochemical, confirmation dose response (AID 588689). 340,000 tested, 0.3% active. Dengue-2 NS5 methyltransferase capping enzyme assay, biochemical; higher % means a stronger effect. Genome polyprotein (Dengue virus type 2 (strain 16681-PDK53)). inhibition, % at 25 µM, or IC50 in µM where a hit was titrated; in the data active = a potency from the dose series; inconclusive = inhibition above about 29% without an active follow-up result
GPR55 beta-arrestin – GPR55 agonists via beta-arrestin recruitment, primary screen, imaging, U2OS cells, beta-arrestin-GFP redistribution (AID 1961); G-protein coupled receptor 55 (Homo sapiens); U2OS GPR55 beta-arrestin-GFP redistribution imaging; higher % means a stronger effect; 290,000 tested, 0.048% active; one-dose activation, % at 10 µM; EC50 in µM for titrated hits;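 active = activation above 40% with more than 50 cells counted in the well; inconclusive = wells holding fewer than 50 cells, flagged as toxic or sparse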;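 note: U2OS osteosarcoma cells stably expressing GPR55 and beta-arrestin-GFP; plate controls were DMSO negative control for no effect and LPI positive control for full effect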
HIV fusion peptide – inhibitors of HIV fusion peptide binding, primary screen, biochemical, uHTS, fluorescence dequenching (AID 1986) | 290,000 tested, 0.3% active | inhibition, % at 20 µM, or IC50 in µM where a hit was titrated | cell-free peptide binding, fluorescence dequenching, 30 min; higher % means a stronger effect; in the data active = inhibition mostly above about 52%, no sharp cut-off; inactive = mostly below about 76%; note: some results filed as inactive read as strong as hits
GPR35 antagonists – GPR35 antagonists blocking zaprinast-driven arrestin recruitment, primary screen, imaging, U2OS, beta-arrestin-GFP, zaprinast agonist (AID 2058). inhibition, % at 10 µM, or IC50 in µM where a hit was titrated. 290,000 tested, 0.052% active. U2OS GPR35 beta-arrestin-GFP translocation imaging, zaprinast antagonism; higher % means a stronger effect. G-protein coupled receptor 35 (Homo sapiens);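 active = inhibition of at least 50% with at least 30 cells and total cytoplasm GFP at most 10,000,000; inconclusive = under 30 cells or total GFP of 10,000,000 plus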
NOD1 NF-kB reporter – NOD1 signaling inhibitors, primary screen, cell-based, luminescence, uHTS (AID 1578); NOD1-driven NF-kB luciferase reporter cells, luminescence; higher % means a stronger effect; 290,000 tested, 1% active; inhibition, % at 4 µM; hits with a dose series show EC50 in µM; in the data active = inhibition mostly above about 36%, no sharp cut-off; inactive = mostly below about 34%;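 note: HEK-293T reporter cells stimulated with the NOD1 agonist gamma-tri-DAP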
KOR beta-arrestin-1 – KOR antagonists, beta-arrestin recruitment, cell-based, luminescence, uHTS (AID 1778); 290,000 tested, 0.091% active; inhibition, % at 10 µM; hits with a dose series show IC50 in µM; KOR beta-arrestin recruitment, luminescence, antagonist mode; higher % means a stronger effect; in the data active = inhibition above about 50%; note: strong numbers were not always called active
KOR beta-arrestin-2 – KOR agonists, beta-arrestin recruitment, primary screen, cell-based, luminescence, uHTS (AID 1777). Kappa-type opioid receptor (Homo sapiens). KOR beta-arrestin recruitment, luminescence; higher % means a stronger effect. one-dose activation, % at 10 µM; EC50 in µM for titrated hits. 280,000 tested, 0.02% active; in the data active = activation above about 50%, passing the limit was not always enough; note: a part of the inactive calls stands beside numbers as strong as those of hits
* hit, by the source's call; ? = inconclusive; nt = no result given; [ ] = dose if it differs, or a comment. A portion of the library; rates above refer to the full screens.

no.	compound	KOR beta-arrestin-2	KOR beta-arrestin-1	GPR55 LPI antagonism	HIV fusion peptide	GPR35 antagonists	West Nile virus CPE	Dengue-2 NS5 capping	GPR55 beta-arrestin	NOD1 NF-kB reporter
1	O=C(CCC(=O)N1CCOc2ccccc21)NCc1cccnc1	-2.3%	20%[20 µM]	5%	1.6%	-4%	0.2%	1%	-0.1%	-12%
2	CCN1CCN(C(=S)Nc2ccc3nc(N4CCN(C)CC4)cc(C)c3c2)CC1	2.1%	8%	0%	-3.6%	6%	0.1%	-2%	-0.6%	-19%
3	Oc1ccc(N2CCN(C(c3ccncc3)c3nnnn3C3CCCC3)CC2)cc1 (stereo unspecified)	-3.3%	4%	-10%	3.0%	-24%	-0.4%	3%	0.2%	-10%
4	O=C(COC(=O)c1ccc(=O)n(Cc2ccccc2)n1)Nc1ccc2c(c1)OCCO2	-1.7%	-3%	17%	-1.0%	3%	1.6%	-6%	-0.1%	3%
5	CC(=O)n1ccnc1	-3.6%	26%[20 µM]	-2%	0.0%	-8%	0.1%	-4%	0.6%	-21%
6	C/C(Cc1ccccc1)=N\NC(=O)CNC(=O)c1ccccc1Br	-3.0%	-18%	2%	1.4%	4%	0.1%	-5%	0.7%	-14%
7	COc1ccccc1N(CN1CCCC1=O)C(=O)c1ccccc1F	-1.2%	18%	21%	1.3%	-9%	-1.0%	0%	-0.1%	-4%
8	CCn1c(CCc2ccccc2)n[nH]c1=S	nt	-14%[20 µM]	2%	-0.7%	3%	-0.8%	-3%	-0.1%	-31%
9	Cc1ccc2c(C)c(C(=O)N(Cc3ccc(N(C)C)cc3)C3CCS(=O)(=O)C3)oc2c1 (stereo unspecified)	1.0%	-1%[20 µM]	8%	-0.5%	2%	-1.0%	-2%	-0.1%	4%
10	O=C(COc1ccccc1Cl)NCc1nc(-c2ccccc2)no1	2.8%	-4%	12%	-1.1%	-2%	0.3%	-1%	-0.1%	-8%
11	CCc1ccc(NC(=O)c2noc3c2CCc2ccccc2-3)cc1	-1.5%	18%	1%	4.0%	2%	-0.1%	1%	-0.1%	-13%
12	Fc1ccc(NC(=S)NCc2ccccn2)cc1	6.9%	4%	4%	-1.0%	6%	0.3%	-4%	-0.1%	41%
13	COc1ccccc1N(CC(=O)NC1CCCCC1)C(=O)CNC(=O)c1cccs1	1.4%	-30%	-2%	1.2%	-11%	-0.2%	1%	-0.3%	-14%
14	COCCCNC1CS(=O)(=O)CC1O (stereo unspecified)	1.8%	36%	2%	1.0%	4%	-0.1%	-2%	?	-6%
15	O=C(c1ccco1)N1CCN(c2cc(C(F)(F)F)nc3ncnn23)CC1	4.5%	3%	8%	4.5%	-1%	0.2%	-6%	-0.2%	-5%
16	Cc1cc(NC(=O)CCSc2ccccc2)no1	-3.4%	3%	-4%	1.5%	36%	0.4%	-4%	0.1%	-35%
17	CSCC[C@H](NC(=O)Cc1ccc(Cl)cc1)C(=O)N1CCC2(CC1)NCCc1[nH]cnc12	5.0%	-28%	16%	0.9%	10%	-0.4%	-1%	-0.1%	-32%
18	COC(=O)c1sc(=S)n(-c2ccccc2)c1N	-2.5%	36%	-1%	-1.0%	-11%	0.8%	-5%	0.1%	-3%
19	Cc1ccc(Cl)cc1NC(=O)CCN1C(=O)C2C3CCC(C3)C2C1=O (stereo unspecified)	-3.5%	-8%	-4%	-0.8%	-14%	-0.1%	0%	-0.2%	-46%
20	CCC(Oc1ccccc1)C(=O)N1CCN(CC)CC1 (stereo unspecified)	-2.5%	20%	10%	0.4%	-6%	0.2%	-9%	-0.1%	-7%
21	Fc1ccc(-n2c(Cc3cccs3)n[nH]c2=S)cc1Cl	-5.8%	18%	9%	-1.1%	-5%	0.2%	-11%	-0.3%	-9%
22	COc1cc(C(=O)NCC(=O)N/N=C(/C)c2cccs2)cc(OC)c1OC	0.7%	4%	0%	-1.2%	-5%	-0.9%	-3%	-0.1%	-22%
23	CN(C)S(=O)(=O)c1cc(NC(=O)CN2CCNC(=O)C2)ccc1Cl	-3.1%	12%	1%	-1.4%	0%	0.1%	-2%	-0.2%	-21%
24	COc1ccc(S(=O)(=O)N2CCCC2c2cccs2)cc1 (stereo unspecified)	-3.7%	-3%	2%	-0.8%	12%	-0.8%	-8%	-0.2%	1%
25	COc1ccc(NC(=O)CSCC(=O)Nc2ccc(S(=O)(=O)N3CCCC3)cc2)cc1	-3.0%	15%	14%	-0.7%	-6%	-0.1%	-5%	0.0%	7%
26	COc1cc(NC(=O)CCCNC(=O)Cn2cnc3sc(C)c(C)c3c2=O)cc(OC)c1OC	-1.6%	-80%	1%	-0.2%	2%	0.1%	2%	0.2%	-30%
27	CCN1CCN(C(=O)CN(c2ccc(F)cc2)S(=O)(=O)c2ccc(OC)c(OC)c2)CC1	-4.9%	9%	12%	-0.2%	-17%	-0.4%	-2%	0.5%	-21%
28	Cc1ccc(CNC(=O)CCc2c(C)nc3c(c(C)nn3-c3ccc(C)cc3)c2C)cc1	-4.6%	-6%	-2%	0.9%	2%	nt	-3%	1.2%	-12%
29	COc1ccc(S(=O)(=O)N2CCOCC2)cc1NC(=O)Cc1ccc(Cl)c(Cl)c1	3.6%	8%	8%	0.3%	-18%	0.2%	-7%	0.0%	-5%
30	Cc1noc(/C=C/N(C)C)c1S(=O)(=O)N1CCCC(C(=O)NCc2cccs2)C1 (stereo unspecified)	-2.0%	-20%	-8%	-1.0%	-16%	-0.1%	-5%	-0.1%	3%

The final two entries of the part before are carried over, then new ones follow:
no.	compound	KOR beta-arrestin-2	KOR beta-arrestin-1	GPR55 LPI antagonism	HIV fusion peptide	GPR35 antagonists	West Nile virus CPE	Dengue-2 NS5 capping	GPR55 beta-arrestin	NOD1 NF-kB reporter
29	COc1ccc(S(=O)(=O)N2CCOCC2)cc1NC(=O)Cc1ccc(Cl)c(Cl)c1	3.6%	8%	8%	0.3%	-18%	0.2%	-7%	0.0%	-5%
30	Cc1noc(/C=C/N(C)C)c1S(=O)(=O)N1CCCC(C(=O)NCc2cccs2)C1 (stereo unspecified)	-2.0%	-20%	-8%	-1.0%	-16%	-0.1%	-5%	-0.1%	3%
31	Cc1ccc(-c2cc(C(=O)N/N=C/c3c[nH]c4ccccc34)n[nH]2)o1	0.7%	-7%	-18%	1.0%	-17%	0.6%	-2%	-0.1%	2%
32	O=C(NCC(=O)N(c1ccccc1)C(C(=O)NC1CCCCC1)c1cccnc1)c1cccs1 (stereo unspecified)	nt	3%[20 µM]	-8%	9.5%	9%	-0.7%	-3%	-0.1%	-8%
33	CC(C(=O)OCC(=O)c1ccc(Br)cc1)N1C(=O)C2C3CCC(C3)C2C1=O (stereo unspecified)	5.8%	-10%	-12%	0.6%	16%	0.5%	-1%	0.5%	-5%
34	CC1/C(=N/O)CC(c2ccccc2)NC1c1ccccc1 (stereo unspecified)	-3.8%	32%	7%	-1.0%	9%	0.3%	3%	0.3%	11%
35	CC(=O)Nc1c(C)ccc(S(N)(=O)=O)c1C	-8.0%	-19%[20 µM]	6%	2.4%	30%	-0.6%	-1%	-0.1%	-16%
36	Cc1nn(CCOc2cccc(Br)c2)c(C)c1[N+](=O)[O-]	-6.4%	-38%	16%	-0.4%	-4%	-1.7%	-7%	0.2%	-5%
37	O=C(c1cnc2ccccn2c1=O)N1CCc2ccccc21	-1.0%	22%	3%	0.4%	8%	0.5%	-4%	0.3%	-7%
38	CC(=O)Nc1ccc(CN2CCc3c([nH]c4ccccc34)C2c2ccccn2)cc1 (stereo unspecified)	nt	-7%[20 µM]	0%	0.3%	9%	0.8%	0%	-0.1%	-23%
39	CCc1[nH]c(=S)c(C#N)c(-c2ccccc2)c1C(=O)OC	4.8%	2%	-6%	-0.7%	-3%	1.6%	-2%	-0.3%	62%
40	CC(=O)CC(C)(C)Nc1nc2cc([N+](=O)[O-])ccc2o1	-1.0%	16%	-6%	0.2%	8%	-0.1%	-2%	0.0%	6%
41	Cc1ccc(-n2ncc3c(NCCCn4ccnc4)ncnc32)c(C)c1	-2.9%	20%	16%	2.5%	5%	-0.2%	-1%	-0.1%	-1%
42	COc1ccc(C2C=C(C)Nc3nc(SC)nn32)cc1 (stereo unspecified)	9.1%	-42%	-29%	-0.2%	3%	nt	7%	-0.1%	-10%
43	CN1CCN(C(=O)C2CCC(=O)N(Cc3cccc(C(F)(F)F)c3)C2)CC1 (stereo unspecified)	17%	-19%	-9%	-0.3%	-7%	0.3%	-6%	0.2%	38%
44	CCn1c(SCC(=O)N2CCCc3ccccc32)nnc1-c1c[nH]c2ccccc12	3.6%	27%	-2%	0.3%	-4%	0.0%	-3%	-0.2%	-21%
45	O=C(CC(c1ccc(F)cc1)c1ccco1)N1CCOCC1 (stereo unspecified)	-3.2%	22%	0%	0.3%	11%	nt	-13%	-0.4%	-19%
46	COc1ccccc1C(=O)C1CCCN(C(=O)c2cccc(Cn3cccn3)c2)C1 (stereo unspecified)	5.4%	-1%	11%	2.5%	-6%	-0.1%	0%	-0.1%	-12%
47	Cc1cc(C)cc(Nc2nc3ccccc3c(=O)[nH]2)c1	4.4%	-26%	6%	-1.1%	11%	-0.9%	-9%	-0.3%	-12%
48	Cc1cc(S(=O)(=O)N2CCN(c3ccccc3F)CC2)ccc1-n1cnnn1	1.9%	-52%	2%	-0.1%	-2%	-0.5%	0%	0.0%	8%
49	COc1ccc(NC(=O)NCc2ccccn2)c(OC)c1	-1.7%	3%	2%	0.7%	4%	-0.1%	-1%	0.0%	-31%
50	CC(C)c1ccc(S(=O)(=O)c2cn(Cc3ccc(F)cc3)c3cc4c(cc3c2=O)OCO4)cc1	-4.2%	-10%	7%	-1.4%	nt	-0.6%	nt	-0.3%	-44%
51	Cc1cc(=O)oc(C)c1C(=O)Nc1ccc(F)cc1	-1.4%	-8%	8%	-0.6%	10%	0.3%	3%	-0.1%	-9%
52	O=C(NC(Nc1ncccn1)C(=O)c1ccccc1)c1ccccc1 (stereo unspecified)	-0.5%	1%	-4%	-2.2%	26%	0.0%	-6%	-0.2%	-1%
53	O=C(CSc1ccc(-c2ccccc2)nn1)Nc1ccc2c(c1)OCCO2	-1.3%	-1%	4%	0.8%	3%	1.1%	0%	-0.1%	-36%
54	COc1ccc(C(C)=O)cc1CSc1nnc(SCc2cc(C(C)=O)ccc2OC)s1	0.7%	-18%	3%	2.1%	1%	0.0%	nt	0.0%	-2%
55	O=C(CN1C(=O)S/C(=C/c2cc(Br)cs2)C1=O)N1CCOCC1	-4.6%	1%	-2%	1.6%	-5%	-0.9%	-5%	-0.1%	-9%
